AMA1 RON2 block – qHTS for Inhibitors of AMA1-RON; Towards Development of Antimalarial Drug Lead: Primary Screen; Plasmodium falciparum AMA1 (3D7) - RON2 peptide interaction; AlphaScreen AMA1-biotinylated RON2 peptide binding; Potency, µM (series often up to 58.2 µM), inactives show at the top dose activity change, negative = inhibition, hits mostly inhibitors; 360,000 compounds, 0.2% hits; AID 720542, 2013;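 further: potency means the concentration at half of the fitted maximal effect; 0% = vehicle wells and -100% = peptide control; nearly all actives have a fitted effect of over 45% in size; some results filed as inactive show a strong effect at the top dose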
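AMA1 (3D7) with his tag at 25 nM final met compounds first, then biotinylated RON2 peptide at 25 nM; detection used donor plus acceptor beads, 10 µg/mL apiece, read by AlphaScreen after 30 min at room temperature.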
AmpC no deterg – qHTS Inhibitors of AmpC Beta-Lactamase (assay without detergent); P00811; AmpC nitrocefin hydrolysis, absorbance 480 nm, 0.0001% Triton; Potency, µM (highest dose often 57.1 µM), for inactives: at the highest dose activity change, negative = inhibition, hits mostly inhibitors; 330,000 compounds, 0.52% hits;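 further: potency means the concentration at half of the fitted maximal effect; plate controls were no compound for no effect and no enzyme for full effect; nearly all actives have a fitted effect of over 20% in size; some results filed as inactive show a strong effect at the top dose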
Target sequence (P00811 whole entry, looked up): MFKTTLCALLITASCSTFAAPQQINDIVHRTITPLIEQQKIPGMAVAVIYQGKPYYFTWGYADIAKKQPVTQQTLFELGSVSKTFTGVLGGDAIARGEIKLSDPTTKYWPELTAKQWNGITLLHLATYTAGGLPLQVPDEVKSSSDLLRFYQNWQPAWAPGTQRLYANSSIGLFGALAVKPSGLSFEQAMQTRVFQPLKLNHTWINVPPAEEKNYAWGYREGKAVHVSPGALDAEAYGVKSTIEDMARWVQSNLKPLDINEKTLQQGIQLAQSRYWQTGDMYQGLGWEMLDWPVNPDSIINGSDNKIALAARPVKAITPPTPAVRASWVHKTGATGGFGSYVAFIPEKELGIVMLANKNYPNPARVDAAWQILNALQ
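AmpC (5.3 nM in the dispensed reagent) in 20 mM phosphate pH 7.0 with 0.01% (detergent screen) or 0.0001% Triton X-100 was preincubated with compounds for 15 min at room temperature. Nitrocefin was then added from an 800 uM solution, and hydrolysis was followed at 480 nm.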
LmPK inh – qHTS Assay for Inhibitors of Leishmania Mexicana Pyruvate Kinase (LmPK) | Q27686 | purified LmPK, Kinase-Glo ATP luminescence, 1 h | Potency, µM (doses to about 57.5 µM), inactives show at the top dose activity change, negative = inhibition, actives largely listed as inhibitors | 290,000 compounds, 0.37% hits | AID 1721, 2009; further: potency means the concentration at half of the fitted maximal effect
Target sequence (Q27686 whole entry, looked up): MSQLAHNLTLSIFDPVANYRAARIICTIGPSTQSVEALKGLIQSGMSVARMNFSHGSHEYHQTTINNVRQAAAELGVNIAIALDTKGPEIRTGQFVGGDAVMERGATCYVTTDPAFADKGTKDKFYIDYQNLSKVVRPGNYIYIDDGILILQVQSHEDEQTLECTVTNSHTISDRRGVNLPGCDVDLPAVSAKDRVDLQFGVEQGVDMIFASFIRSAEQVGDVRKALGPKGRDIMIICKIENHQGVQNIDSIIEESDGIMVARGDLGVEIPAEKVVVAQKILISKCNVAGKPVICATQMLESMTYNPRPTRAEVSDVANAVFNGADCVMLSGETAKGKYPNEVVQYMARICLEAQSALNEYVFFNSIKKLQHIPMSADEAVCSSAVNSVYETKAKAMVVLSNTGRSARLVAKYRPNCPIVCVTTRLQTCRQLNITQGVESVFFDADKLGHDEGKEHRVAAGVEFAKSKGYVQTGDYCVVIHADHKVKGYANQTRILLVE
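Pyruvate kinase activity monitored as ATP production (luciferase luminescence). Conditions: 0.1 nM enzyme, 0.5 mM PEP, 0.1 mM ADP, 1 h, RT; normalized against uninhibited and no-enzyme wells.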
TbPYK inhibitor – qHTS of Trypanosoma Brucei Inhibitors | Potency, µM (series often up to 76.8 µM), without a hit: at the top dose activity, negative = inhibition, hits mostly inhibitors | 410,000 compounds, 0.12% hits | TbPYK enzyme, Kinase-Glo Plus ATP luminescence, 45 min | pyruvate kinase (Trypanosoma brucei), Q57TT1; further: potency means the concentration at half of the fitted maximal effect; nearly all actives have a fitted effect of over 50% in size
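In this concentration-response screen, enzyme-free wells defined baseline while DMSO plates tracked drift. Each reaction combined TbPYK, substrate, compound and 130 uM ADP for 45 min at room temperature. Kinase-Glo Plus luminescence gave the signal.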
Sm TGR block – qHTS Assay for the Inhibitors of Schistosoma Mansoni Peroxiredoxins; 360,000 compounds, 3% hits; purified TGR, DTNB reduction, TNB absorbance 405 nm; Potency, µM (series often up to 114 µM), for the others: at the highest dose activity change, negative = inhibition, actives largely listed as inhibitors; further: potency means the concentration at half of the fitted maximal effect; nearly all actives have a fitted effect of over 60% in size
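Kinetic colorimetric format: TGR-catalysed, NADPH-driven DTNB reduction monitored via TNB absorbance. Enzyme dispensed at 20 nM; compound exposure 15 min at room temperature before reaction start.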
AmpC detergent – qHTS Inhibitors of AmpC Beta-Lactamase (assay with detergent); P00811; AmpC hydrolysis of nitrocefin, absorbance 480 nm, 0.01% Triton; Potency, µM (highest dose often 114 µM), without a hit: top-dose activity change, negative = inhibition, usual class: inhibitors; 370,000 compounds, 0.041% hits; AID 485294, 2010;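 further: potency means the concentration at half of the fitted maximal effect; 0% = no-compound wells and -100% = no-enzyme wells; nearly all actives have a fitted effect of over 25% in size; some results filed as inactive show a strong effect at the top dose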
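AmpC (5.3 nM in the dispensed reagent) in 20 mM phosphate pH 7.0 with 0.01% (detergent screen) or 0.0001% Triton X-100 was preincubated with compounds for 15 min at room temperature. Nitrocefin was then added from an 800 uM solution, and hydrolysis was followed at 480 nm.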
HCMV antiviral – qHTS Assay for inhibitors of the human cytomegalovirus (HCMV); HFF cells, HCMV-luciferase reporter, 72 h; hits give low values; activity change, negative = inhibition, % at 57.5 µM; 410,000 compounds, 4.5% hits; in the data active means activity change below about -60%; inconclusive means no clear call, values can overlap the other calls; inactive means above about -39%
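Luciferase read-out from HCMV-luciferase-infected HFFs (MOI 1 PFU/cell) 72 h post infection at 37C; compounds added after 16 h cell attachment; activity normalized between buffer-only basal and Salinomycin (10uM) inhibitor controls.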
* = called active by the depositor; ? = inconclusive; . = not tested or not shown; & = joins results of further samples; [ ] = remark or other dose. Unless noted, the call rests on the fitted dose curve; in most records, active means well fitted curve in the direction sought with a large enough effect; inconclusive means small, poorly fitted or top-dose-only effect, or another doubt; inactive means no such curve, though single readings can be large; an effect the other way counts as inactive or inconclusive. Unless noted, on the % scale 0 is the no-effect control and ±100 the full control effect.

Fields: AmpC no deterg | HCMV antiviral | TbPYK inhibitor | AmpC detergent | Sm TGR block | LmPK inh | AMA1 RON2 block
N#CCN1CCC/C1=C\[N+](=O)[O-]
 : -13% | 51 | -2% | 7% | -1% | 5% | -13%
CCOC(=O)C1CCN(C(=O)c2ccc(C)o2)CC1
 : 0% | ? | -2% | . | . | . | 9%
NC(=S)NN=C(Cc1ccccc1)Cc1ccccc1
 : -23% | -70* | -7% | -1% | 17% | 1% | 4%
COc1ccc(CCNC(=O)c2ccc3c(c2)ncn3-c2ccc(C(C)C)cc2)cc1OC
 : . | -32 | -2% | 5% | 5% | . | .
Nc1ncc(S(=O)(=O)NCc2ccccc2)cn1
 : . | -18 | 1% | 4% | -1% | . | .
CCCCCNC(=O)c1ccc2c(=O)[nH]c3c(C(=O)NCC4CCCO4)sc(=S)n3c2c1 (stereo not given)
 : -19% | -18 | 1% | 1% | -4% | ? | -1%
Cc1cccc(Oc2ccccc2NC(=O)CSCC(=O)Nc2cc(C)on2)c1
 : -4% | ? | -3% | -14% | 2% | . | -14%
Cc1cccc(C)c1N(CC(=O)NN=C1CCCCCC1)S(C)(=O)=O
 : -4% | -11 | 2% | 3% | 0% | 3% | 106%[activator]
Cn1nc2c3cc(F)ccc3n(Cc3ccc(F)cc3)cc-2c1=O
 : 1% | 15 | -10% | -11% | 0% | 1% | 35%[activator]
COc1cccc(/C(=N/O)C2CC2c2ccc(Cl)cc2)c1 (stereo not given)
 : -18% | ? | -11% | -19% | 3% | 1% | 0%
Cn1c(=O)c2c(nc(CO)n2C)n(C)c1=O
 : -20% | 23 | 2% | 3% | 3% | -5% | -10%
O=C(c1cccc(OCc2ccccc2)c1)N1CCOCC1
 : 30% | -30 | -6% | -12% | 9% | 0% | 9%
Cc1ccc2c(C)c3ccc4ccccc4c3c[n+]2c1
 : . | -95* | -2% | . | . | . | 8%
CCC1CCCCN1C(=O)CCn1c(=O)oc2ccccc21 (stereo not given)
 : . | 5 | -2% | . | . | . | 10%
CCOC(=O)n1ccc(C(=O)Nc2ccccc2F)n1
 : -18% | -1 | 8% | ? | 21% | -5% | 8%
COc1ccc(CC(=O)NCC(=O)N/N=C/c2ccco2)cc1
 : -11% | -20 | -5% | 5% | -2% | 0% | 34%[activator]
Cn1c(=O)[nH]c(=O)c2c1nc(N1CCCCCC1)n2CC(N)=O
 : -18% | -5 | -8% | 9% | -20% | 4% | -1%
COc1ccnc(Oc2cccc(C(F)(F)F)c2)c1C(=O)N/C=N/OCc1ccccc1F
 : 136%[activator] | -11 | 0% | 9% | 19% | 4% | -2%
CCSc1nc2sccc2c(=O)n1-c1ccccc1
 : -15% | 10 | -3% | -9% | -8% | -2% | -1%
O=C(NC(Cc1ccccc1)C(=O)N1CCN(c2ccc(F)cc2)CC1)c1ccccc1 (stereo not given)
 : . | -27 | -12% | . | . | . | -11%

Among those listed so far, 2 contain an NH in an aromatic ring:
Fields: AmpC no deterg | HCMV antiviral | TbPYK inhibitor | AmpC detergent | Sm TGR block | LmPK inh | AMA1 RON2 block
CCCCCNC(=O)c1ccc2c(=O)[nH]c3c(C(=O)NCC4CCCO4)sc(=S)n3c2c1 (stereo not given)
 : -19% | -18 | 1% | 1% | -4% | ? | -1%
Cn1c(=O)[nH]c(=O)c2c1nc(N1CCCCCC1)n2CC(N)=O
 : -18% | -5 | -8% | 9% | -20% | 4% | -1%

Other entries:
Fields: AmpC no deterg | HCMV antiviral | TbPYK inhibitor | AmpC detergent | Sm TGR block | LmPK inh | AMA1 RON2 block
COc1ccc(CCN2C(=O)CCC2(C)c2nnnn2-c2c(C)cccc2C)cc1OC (stereo not given)
 : . | -26 | 3% | . | . | . | -7%
COC(=O)C1C(OC)=CC(=O)C2CCCCC21 (stereo not given)
 : . | -8 | -3% | . | . | . | -2%
Cc1ccc2onc(CC(=O)N3CCN(c4cc(Cl)ccc4C)CC3)c2c1
 : . | -8 | 1% | 2% | -31% | . | .
c1ccc(CN=C2NN=C(c3ccccc3)CS2)cc1
 : ? | -30 | -12% | -7% | -17% | -13% | 33%[activator]
CCN(CC)CCCN(Cc1cc2cc3c(cc2[nH]c1=O)OCCO3)C(=O)Nc1ccc(F)cc1
 : 36% | 7 | 2% | 11% | -3% | -21% | 2%
S=C(NCCC(c1ccccc1)c1ccccc1)Nc1ccccc1Cl
 : -31% | -21 | -2% | 1% | 2% | 2% | -3%
COc1cccc(NC(=O)CN(C)C(=O)C2=COCCO2)c1
 : 94%[activator] | -13 | -7% | ? | -2% | . | -18%
COc1ccccc1N1C(=O)NC(=O)/C(=C/c2ccc([N+](=O)[O-])s2)C1=O
 : -27% | -24 | ? | -1% | 5.6µM* | -18% | -19%
CCCN(CCC)C(=O)Cn1c(=O)n(CCCCCC(=O)NCc2ccccc2Cl)c(=O)c2sccc21
 : . | -21 | 0% | -5% | 11% | . | .
Cc1ccc(S(=O)(=O)N(C)CC(=O)O/N=C(\N)c2cccnc2)cc1
 : . | 14 | 4% | . | . | . | -3%
CC(=O)Nc1ccc(N(CC(=O)NC2CCCCC2)C(=O)Cn2nnc(-c3ccccc3)n2)cc1
 : -2% | 16 | 2% | 4% | -1% | 4% | 1%
CN(C)c1ccc(CNC(=O)C2CCC(CNc3c(N4CCCCC4)c(=O)c3=O)CC2)cc1 (stereo not given)
 : 0% | 0 | 3% | 1% | -12% | 3% | -23%
COc1ccc(C2CC(=O)C3=C(C2)Nc2ncnn2C3c2ccccc2C)cc1 (stereo not given)
 : -44% | -13 | 3% | ? | 3% | -1% | 12%
Fc1cccc(-n2ncc3c2ncn2nc(-c4ccccc4Cl)nc32)c1
 : . | -25 | -4% | 16% | -1% | . | .
COc1ccc(C)cc1NC(=O)C(Cc1ccccc1)NS(=O)(=O)c1cccs1 (stereo not given)
 : . | -13 | 1% | -8% | -4% | . | .
CCOC(=O)c1ccc(N2C(=O)C(CC(N)=O)N(NC(=O)c3cccc(F)c3)C2=S)cc1 (stereo not given)
 : 1% | . | -2% | -6% | 1% | 4% | 124%[activator]
CC(=O)c1cn(CCOc2cc(C)ccc2C)c2ccccc12
 : -19% | -32 | -1% | -17% | -11% | -1% | 13%
CCCCCc1cc(=O)oc2c(C(CCN3CCN(c4ccccc4)CC3)c3ccc(N(C)C)cc3)c(OC)cc(OC)c12 (stereo not given)
 : 79%[activator] | 30 | -4% | -4% | 7% | 3% | 11µM*
CCCCOC(=O)Oc1ccc2c(=O)c(Oc3cccc(C)c3)coc2c1
 : -18% | ? | -4% | 2% | -1% | 6% | -6%
C=CCC(NCc1ccco1)c1ccc(OC)cc1OC (stereo not given)
 : -10% | . | . | -2% | -10% | -23% | .
CC(C)CCN(C(=O)c1csnn1)C(C(=O)NC1CCCCC1)c1ccc(F)cc1 (stereo not given)
 : 38% | ? | 5% | 3% | -5% | 1% | -9%
COc1ccccc1-c1ccc2c(c1)C(C)(Cc1cccc(C#N)c1)C(=O)N2 (stereo not given)
 : . | 11 | 0% | . | . | . | -5%
O=C(O[C@@H]1[C@H](Cc2ccccc2)NS(=O)(=O)[C@H]2C[C@@H]3C=C[C@]12O3)c1ccccc1Br
 : -15% | 29 | 0% | -7% | -14% | . | 7%
C=CCNS(=O)(=O)c1cccc(C(C)=O)c1
 : -10% | 26 | 3% | -6% | -2% | -1% | -26%
Cc1ccc(NC(=O)CN(C)Cc2cccs2)cc1Cl
 : -12% | ? | -2% | ? | -5% | 1% | -15%
N=c1c(S(=O)(=O)c2ccc(Cl)cc2)cc2c(=O)n3ccccc3nc2n1C1CCCC1
 : -4% | 63 | 5% | ? | -22% | -5% | -1%
C=CCn1c(SCC(=O)N2CCN(c3ccc(F)cc3)CC2)nnc1-c1cccs1
 : -16% | ? | -5% | ? | 0% | 1% | 0%
O=C(O)c1ccc(Cl)cc1NC(=O)C1CCN(S(=O)(=O)c2cccs2)CC1
 : . | 42 | 6% | . | . | . | -5%
CC(C)(C)NC(=O)C[C@H]1C[C@H](C(=O)N2CCCCC2)[C@@]2(CCc3ccccc3)c3[nH]c4ccc(Cl)cc4c3CCN2C1=O
 : -12% | -6 | 0% | . | . | . | -8%
CCOC(=O)C1(Cc2ccccc2)CCN(C2Cc3ccccc3C2)CC1
 : -4% | 27 | -3% | 0% | -34% | 5% | -14%
COc1ccc(OC)c(C2/C(=C(/O)c3cnn(-c4ccccc4)c3C)C(=O)C(=O)N2CCN(C)C)c1 (stereo not given)
 : -21% | -6 | 2% | 1% | 4% | -11% | 1%
Cc1noc(C)c1S(=O)(=O)N1CCC(C(=O)Nc2ccc(Br)cc2)CC1
 : -21% | ? | 0%&-3% | ? | 0%&1% | -7% | -8%
CCN(CC)C(=O)c1sc(NC(=O)c2ccc(C)c([N+](=O)[O-])c2)c(C#N)c1C
 : -20% | -13 | -3% | 3% | 3% | 2% | 3%
Cc1[nH]c2ccccc2c1C(=O)C(=O)N1CCN(c2cccc(Cl)c2)CC1
 : -15% | 18 | -2% | 2% | 9% | -4% | -11%
O=C(NNC(=O)C12CC3CC(CC(C3)C1)C2)c1ccncc1
 : -4% | 13 | 3% | 4% | -13% | 1% | 5%
O=[N+]([O-])c1cccc(/C=N\N=C2c3ccccc3-c3ccccc32)c1O
 : -28% | ? | -2% | -7% | -14% | -11% | -19%
CC(=O)SCC(C)C(=O)NCc1ccccc1 (stereo not given)
 : 1% | 7 | -2% | -4% | 1% | 1% | 5%
CCOC(=O)c1c(S(=O)(=O)N2CCC(C(=O)Nc3ncccc3C)CC2)c(C)n(C)c1C
 : . | 6 | 2% | 1% | -7% | . | .
Cn1ncc(Cl)c1C(=O)NCc1ccco1
 : -23% | 4 | 0% | -6% | 18µM* | 2% | 13%
O=C(O)c1ccc(N=Cc2c(O)ccc3oc4c(c23)CCCC4)cc1
 : -34% | 0 | -26% | 6% | -5% | 0% | 46%[activator]
COc1cccc(Oc2ccc(C(F)(F)F)cc2NC(=O)c2cccc(F)c2)c1
 : -25% | -11 | 10% | -8% | -9% | -1% | -4%
CCOC(=O)c1cc(-c2cccc([N+](=O)[O-])c2)n[nH]1
 : -2%[2.29 µM] | 57 | -8% | -5% | -8% | -1% | -1%
COc1ccc(-c2noc(N3CCC(C(=O)N4CCN(c5ccccc5OC)CC4)CC3)n2)cc1
 : . | -77* | -6% | -3% | 0% | . | .

High-throughput results as filed in PubChem BioAssay.
